High-throughput results deposited in PubChem by National Center for Advancing Translational Sciences (NCATS).
DT40 TDP1 no CPT = qHTS for Inhibitors of human tyrosyl-DNA phosphodiesterase 1 (TDP1): qHTS in cells in absence of CPT. DT40 Tdp1-/- hTDP1 cells, no CPT, ATP luminescence, 48 h. Potency, µM (series often up to 46.2 µM), without a hit: top-dose activity change, negative = growth inhibition, most hits filed as inhibitors. 15% of 420,000 active. AID 686978, 2013; note: nearly all actives have a fitted effect of over 55% in size
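Growth of hTDP1-complemented DT40 Tdp1-knockout cells is measured by ATP luminescence after at least 48 hr compound exposure at 37 °C, with DMSO substituting for the 20 nM CPT used in the parallel screen.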
TDP1 inh = blocks human tyrosyl-DNA phosphodiesterase 1. Q9NUW8. recombinant TDP1, AlphaScreen DNA substrate cleavage. Potency, µM (top dose mostly 130 µM), for the others: top-dose activity change, negative = inhibition, actives largely listed as inhibitors. 0.28% of 350,000 active; note: nearly all actives have a fitted effect of over 40% in size
Target sequence (Q9NUW8 whole entry, looked up): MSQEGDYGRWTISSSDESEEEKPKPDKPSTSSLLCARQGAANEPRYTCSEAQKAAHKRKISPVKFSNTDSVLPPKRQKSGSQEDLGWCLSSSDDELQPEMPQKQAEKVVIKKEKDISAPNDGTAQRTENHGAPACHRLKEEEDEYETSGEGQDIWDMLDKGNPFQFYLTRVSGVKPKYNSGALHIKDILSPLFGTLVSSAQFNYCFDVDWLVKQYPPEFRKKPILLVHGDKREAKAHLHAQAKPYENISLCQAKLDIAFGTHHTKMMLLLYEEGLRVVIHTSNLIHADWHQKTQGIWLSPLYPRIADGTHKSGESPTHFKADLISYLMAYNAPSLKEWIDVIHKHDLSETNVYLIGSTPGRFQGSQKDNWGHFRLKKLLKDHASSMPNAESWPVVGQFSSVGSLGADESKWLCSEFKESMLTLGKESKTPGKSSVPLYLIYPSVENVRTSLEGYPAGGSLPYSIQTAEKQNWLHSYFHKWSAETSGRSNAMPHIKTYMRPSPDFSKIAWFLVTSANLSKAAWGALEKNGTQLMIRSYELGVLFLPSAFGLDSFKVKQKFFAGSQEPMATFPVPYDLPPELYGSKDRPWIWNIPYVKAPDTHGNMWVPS
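Recombinant E. coli-expressed Tdp1 (1 nM) preincubated with compound 15 min at RT, then 5'-biotin/3'-phosphotyrosine-FITC DNA substrate (15 nM) added for 5 min. AlphaScreen beads (10 ug/ml) added, 10 min RT; tyrosine-FITC cleavage read as signal loss.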
DT40 TDP1 CPT = growth inhibition of DT40 Tdp1-/-;hTDP1 cells with camptothecin (screen for TDP1 inhibitors); chicken DT40 Tdp1-/-;hTDP1 cells + 20 nM CPT, ATP luminescence, 48 h; Potency, µM (top dose mostly 46.2 µM), for inactives: at the top dose activity change, negative = growth inhibition, actives largely listed as inhibitors; 12% of 420,000 active; AID 686979; note: nearly all actives have a fitted effect of over 55% in size
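Chicken DT40 Tdp1-/- cells stably complemented with human TDP1 were seeded at 400 cells/well in medium containing 20 nM camptothecin, exposed to pin-transferred compounds, and grown at 37 °C for at least 48 hr. Viability was read as ATP luminescence.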
The depositor's hits bear a star; ? = inconclusive; . = not tested or not shown; & = joins results of further samples; [ ] = dose if it differs, or a comment. Calls come from the whole dose curve; as a rule, active = well fitted curve in the direction sought with a large enough effect; inconclusive = small, poorly fitted or top-dose-only effect, or another doubt; inactive = no such curve, though single readings can be large; an effect the other way counts as inactive or inconclusive. % is set by controls: 0 for no effect and ±100 for the full control effect; potency is the fitted concentration of half-maximal effect.

Below each compound – DT40 TDP1 no CPT	TDP1 inh	DT40 TDP1 CPT
- CCCCCC(=O)Oc1cccc(N2C(=O)C3CCCCC3C2=O)c1 (configuration not stated)
 : 0%	0%	6%
- O=C(NC1CCCc2ccccc21)c1ccccc1 (configuration not stated)
 : ?	0%	-18%
- CN1CC(=O)N2C(c3cccc([N+](=O)[O-])c3)c3[nH]c4ccccc4c3C[C@H]2C1=O (some centres not stated)
 : 1.8µM*	.	1µM*
- CCOP(=O)(c1ccc(N(C)C)cc1)C(O)c1cccnc1 (configuration not stated)
 : 1%	1%	5%
- O=C(O)CCCCCNC(=O)c1cccc(Br)c1
 : -2%	4%	-7%
- O=C1C=C(N2CCN(C(=O)c3ccccc3)CC2)C2(CCCCC2)O1
 : -5%	0%	-18%
- Cc1ccc(S(=O)(=O)N(CC(=O)NC2CCCCCC2)c2ccccc2F)cc1
 : -24%	-2%	-25%
- COC(=O)CC1COc2ccccc2N1C(=O)c1ccc(C(C)(C)C)cc1 (configuration not stated)
 : ?	-7%	?
- Cc1cccc(C)c1NC(=O)C1CCN(C(=O)c2cccs2)CC1
 : -16%	7%	-21%
- COCCNC(=O)CCCn1c(SCC(=O)NCc2ccc(C)cc2)nc2c(sc3ccccc32)c1=O
 : -4%	5%	-19%
- CCC(=O)N1CCc2cc(CNS(=O)(=O)c3ccc(NC(=O)CC(C)C)cc3)ccc21
 : 18µM*	3%	21µM*
- CC1CCN(S(=O)(=O)c2nnc(NC(=O)c3cccc(Cl)c3)s2)CC1
 : 21µM*	5%	13µM*
- O=C(CSc1nnc(CNC(=O)c2c(F)cccc2F)o1)NCc1ccccc1Cl
 : -9%	0%	-3%
- COc1ccc(CNC(=O)C(c2cccs2)N(Cc2ccco2)C(=O)Cc2cccs2)cc1 (configuration not stated)
 : 23µM*	0%	?
- O=C(O)C1Cc2ccccc2CN1S(=O)(=O)c1ccc(Cl)cc1 (configuration not stated)
 : -11%	-5%	-4%
- Cc1nc(CNC(=O)c2ccccc2OC2CCN(S(C)(=O)=O)CC2)cs1
 : -7%	-6%	-6%
- COc1ccc(NC2(c3ccccc3)OC(=O)c3ccccc32)cc1 (configuration not stated)
 : -6%	4%	6%
- CCSc1nc2ccccc2n1C(=O)/C=C/c1ccc(OC)c(OC)c1
 : 3.3µM*	-3%	4.1µM*
- O=C(CC(=O)NCc1ccc(Cl)cc1)NCc1ccccc1
 : 2%	.	0%
- Cn1c(N)c(C(=O)CSc2nn(-c3ccc(F)cc3)c(=S)s2)c(=O)n(C)c1=O
 : 23µM*	-4%	21µM*
- Cc1ccc2c(C)ccc(O)c2n1
 : 3%	4%	-3%
- CCc1ccccc1NC(=O)/C(=C/c1ccco1)c1ccccc1
 : 18µM*	2%	?
- O=C(COC(=O)c1ccncc1)NCc1ccccc1
 : ?	3%	-22%
- Cc1ccc(N2C(=O)C(Cl)=C(N3CCN(C)CC3)C2=O)c(C)c1
 : -23%	1%	-27%
- Cc1cc(C)n(CC(O)Cn2c(C)c(C)c3ccccc32)n1 (configuration not stated)
 : -6%	0%	-3%
- O=Cc1ccc(-n2cncn2)cc1
 : 0%	-1%	11%
- CCN(CC)C(=O)CSc1nnc(-c2cc(-c3ccc(Cl)cc3)nc3ccccc23)o1
 : ?	4%	-68%
- CC1(C)C(=O)Nc2ccccc2N1C(=O)COC(=O)c1cc(Cl)cc(Cl)c1
 : -22%	.	-33%
- CCN(CC(=O)NCc1ccc(Cl)cc1)C(=O)Cc1ccccc1[N+](=O)[O-]
 : 11%	3%	-4%
- CCOC(=O)c1sc2ncnc(Nc3cccc(C(=O)O)c3)c2c1C
 : -5%	3%	-22%
- CC1(C)CC(=O)C(C(C2=C(O)CC(C)(C)CC2=O)c2cccnc2)C(=O)C1 (configuration not stated)
 : -17%	-4%	0%
- c1cc2c(c(CC3CO3)c1CC1CO1)OCCOCCOCCOCCO2 (configuration not stated)
 : 2.3µM*	.	2.1µM*
- COc1ncc2ncc(=O)n(Cc3ccc(F)cc3)c2n1
 : -24%	.	-3%
- O=C(c1cc(-c2cccc(O)c2)on1)N1CCc2ccccc2C1
 : -24%	5%	?
- O=C(Nc1ccc2c(c1)OCCO2)c1ccc(Br)s1
 : ?	5%	?
- CCCNC(=O)Nc1ccsc1C(=O)OC
 : -28%	-3%	-20%
- OC(CNCc1ccc(F)cc1)(c1ccc(F)cc1)c1ccc(F)cc1
 : ?	1%	23µM*
- CCOC(=O)c1c(-c2ccco2)csc1NC(=O)COC(=O)c1cnc(C)cn1
 : -9%	.	-6%
- Cc1cc(C(=O)NNS(=O)(=O)c2cc(C(=O)O)ccc2Cl)c(C)n1-c1ccccc1
 : 2%	.	?
- CCOc1ccc(NC(=O)CSc2nccn(-c3ccc4c(c3)OCCO4)c2=O)cc1
 : 15µM*	8%	-27%
- CN(C)C(=O)c1ccc(NC(=O)c2ccccc2-c2ccccc2)cc1
 : 5%	5%	22%
- COc1ccc(N2CCN(c3cc(C)nc4ccc(OC)cc34)CC2)cc1
 : 23µM*	9%	15µM*
- CC(C)(C)CN1CCC(n2nccc2NC(=O)c2ccccc2Cl)CC1
 : 0%	4%[56.1 µM]	9%
- COCCNC(C(=O)Nc1cc(Cl)cc(Cl)c1)c1ccccc1 (configuration not stated)
 : -14%	1%	?
- COc1ccc(OCCSc2nnc(CC(=O)Nc3cccc(Cl)c3Cl)n2C)cc1
 : -16%	8%	-10%
- O=C(Cc1cccs1)NCc1cccc(C(F)(F)F)c1
 : -14%	.	-3%
- COc1ccc(CCNC(=O)C(NC(=O)OCc2ccccc2)C(C)C)cc1OC (configuration not stated)
 : -19%	5%	4%
- CCc1ccc(C2C(C#N)=C(N)SC(N)=C2C#N)cc1
 : ?	4%	?
- COC1CCCN(C(=O)c2ccc(OC3CCN(CCc4ccccc4)CC3)cc2)C1 (configuration not stated)
 : -7%	-10%	-12%
- Cc1cccc(NCc2nnc3n2CCCCC3)c1C
 : ?	0%	-26%

(list continues)
Below each compound – DT40 TDP1 no CPT	TDP1 inh	DT40 TDP1 CPT
- CC1(C(=O)NS(=O)(=O)c2cccc(Cl)c2)CCN1C(=O)C1CC1 (configuration not stated)
 : -7%	.	-3%
- CCCn1cc(CN2CCC(n3nccc3NC(=O)CCOc3ccccc3)CC2)c(C)n1
 : 7%	3%	6%
- CC(=O)c1ccc(-c2ccc3c4c(ccc3c2)OC(CNC(=O)C(C)N2CCOCC2)C4)s1 (configuration not stated)
 : 7.3µM*	.	?
- O=C(O)CCNC(=S)Nc1cccc(F)c1
 : 10%	.	0%
- COc1cccc(N2C(=O)N(Cc3ccc(C#N)cc3)c3ccccc3S2(=O)=O)c1
 : -30%	-1%	5%
- CC1CCc2nc3ccc(S(=O)(=O)N4CCC(C(=O)NCc5ccccc5Cl)CC4)cc3c(C(=O)O)c2C1 (configuration not stated)
 : ?	4%&0%	-4%&0%
- Cc1ccc(CONC(=O)c2cccc(C)c2)cc1
 : -10%	0%	4%
- COc1ccc(S(=O)(=O)N2CCSC2C)cc1C (configuration not stated)
 : -17%	.	0%
- O=C(O)C1CC=CCC1C(=O)NCc1ccccc1 (configuration not stated)
 : -25%	-3%	1%
- CCN(CC)CCOC(=O)c1ccc(N/C=C(/C#N)c2nc(-c3ccc(OC)c(OC)c3)cs2)cc1
 : 4.6µM*	.	-106%

Continued; the last two above are carried over.
Below each compound – DT40 TDP1 no CPT	TDP1 inh	DT40 TDP1 CPT
- O=C(O)C1CC=CCC1C(=O)NCc1ccccc1 (configuration not stated)
 : -25%	-3%	1%
- CCN(CC)CCOC(=O)c1ccc(N/C=C(/C#N)c2nc(-c3ccc(OC)c(OC)c3)cs2)cc1
 : 4.6µM*	.	-106%
- COC(=O)c1ccc(COC(=O)CNC(=O)c2ccc(-c3ccccc3)cc2)cc1
 : 15%	-1%	-4%
- CC1(c2ccccc2)NC(=O)N(CC(=O)Nc2cc3c(cc2Br)OCCO3)C1=O (configuration not stated)
 : -11%	1%	4%
- Cc1nc(C)c(CC(=O)N2CCOc3ccc(CN4CCOCC4)cc3C2)s1
 : ?	.	-2%[9.04 µM]
- CC(C)(C)NC(=O)C(c1ccc(-c2ccccc2)cc1)N(C[C@H]1CC[C@@H]([C@@H]2CC[C@H](CO)O2)O1)C(=O)c1cccc(Cl)c1 (some centres not stated)
 : ?	0%[56.1 µM]	?
- Oc1ccccc1-c1ccn[nH]1
 : -17%	0%	-20%
- O=c1[nH]c(=S)n(-c2cccc(C(F)(F)F)c2)c(O)c1C=NCCN1CCNCC1
 : 18%	.	-33%
- COc1cc(COCC(O)CN2CCN(Cc3ccccc3)CC2)cc(OC)c1OC (configuration not stated)
 : 2%	-10%	-5%
- CS(=O)(=O)N(CC(=O)NCc1ccccc1Cl)C1CCCCC1
 : ?	5%	-13%
- COc1c(CC=C(C)C)cc(C2CC(=O)c3c(O)cc(O)cc3O2)c(CC=C(C)C)c1O (configuration not stated)
 : ?	.	?
- Cc1c(OCC(=O)N[C@@H](Cc2ccccc2)C(=O)O)ccc2c1oc(=O)c1ccccc12
 : 10%	.	5%
- O=C(O)CCSCC(=O)c1ccc2c(c1)OCCO2
 : -20%	0%	-21%
- Cc1ccc(NC(=O)CSc2nnc(Cc3cccn3C)n2-c2ccc(F)cc2)c(C)c1
 : -8%	8%	7%
- COc1ccccc1C(=O)N/C(=C\c1cn(S(=O)(=O)N(C)C)c2ccccc12)C(=O)NCCN1CCOCC1
 : ?	3%	-17%
- COc1ccc(C(=O)C(=O)N2CCC(c3ccccc3)CC2)cn1
 : ?	.	?
- c1ccc(-n2nnnc2CN2CCOCC2)cc1
 : 6%	7%	?
- O=C(CC1NCCc2ccccc21)Nc1ccccc1Cl (configuration not stated)
 : -25%	1%	0%
- CCOC(=O)C1(Cc2ccccc2)CCN(Cc2cccn2-c2cccnc2)CC1
 : ?	9%	?
- CC(C)[C@H](NC(=O)C1CCN(S(=O)(=O)c2ccccc2)CC1)C(=O)NCc1ccc(F)cc1
 : 0%	1%	-10%
- CCOc1ccc(N2C(=O)CC(N(O)c3ccccc3)C2=O)cc1 (configuration not stated)
 : -1%	-6%	-28%
- COc1cccc(/C=C2\Sc3ccc(C(=O)NCc4cccnc4)cc3N(C)C2=O)c1
 : ?	5%	?

Looked up above.
For TDP1 inh, CCOc1ccc(N2C(=O)CC(N(O)c3ccccc3)C2=O)cc1 (configuration not stated) has -6%
For DT40 TDP1 CPT, COc1ccccc1C(=O)N/C(=C\c1cn(S(=O)(=O)N(C)C)c2ccccc12)C(=O)NCCN1CCOCC1 has -17%
For DT40 TDP1 no CPT, Cc1ccc(NC(=O)CSc2nnc(Cc3cccn3C)n2-c2ccc(F)cc2)c(C)c1 has -8%
For TDP1 inh, CCOC(=O)C1(Cc2ccccc2)CCN(Cc2cccn2-c2cccnc2)CC1 has 9%

Continued.
Below each compound – DT40 TDP1 no CPT	TDP1 inh	DT40 TDP1 CPT
- O=C(c1cccc(C(F)(F)F)c1)N1CCN(C2CCCCC2)CC1
 : -25%	3%	-11%
- O=C(CCc1ccccc1)Nc1nnc(-c2cccs2)o1
 : -19%	5%	-7%
- CC(C)c1ccccc1NC(=O)COC(=O)CNC(=O)c1ccc(Br)cc1
 : 2%	3%	-27%
- COc1cccc(/C=N/NC(=O)c2cccc([N+](=O)[O-])c2)c1OS(=O)(=O)c1ccccc1
 : 16µM*	6%	?
- COc1ccc(/C=C/C(=O)NCCCN2CCCCCC2)cc1
 : 22%	.	1%
- Cc1ccc(N=CC=C2OC(C)(C)C(C)(C)O2)c(C)c1
 : ?	8%	1%
- C/C(=N/NC(=O)CN1CCN(S(=O)(=O)c2ccc(Br)cc2)CC1)c1ccncc1
 : -18%	1%	-24%
- CC1(C(=O)NS(=O)(=O)c2ccc(Cl)cc2)CCN1C(=O)C/C=C/c1ccccc1 (configuration not stated)
 : -11%	.	-3%
- CCOC(=O)N1CCC(NC(=O)CS(=O)(=O)Cc2nc(-c3ccc(C)cc3)oc2C)CC1
 : ?	4%	-19%
- COc1cccc(C2/C(=C(\O)c3ccc(OC)c(OC)c3)C(=O)C(=O)N2c2cc(C)on2)c1 (configuration not stated)
 : 5%	0%	3%
- COc1ccc(C(=O)NCCNc2nc3cc(C)cc(C)c3cc2C#N)cc1
 : ?	.	?
- NCCNCCN
 : 3%	3%	17%
- CSc1nsc(SCC(=O)Nc2ccc3c(c2)OCCO3)n1
 : -27%	3%	-28%
- Cc1nc(C)n(CC(=O)N2CCCC(C(=O)c3ccc(C(F)(F)F)cc3)C2)n1 (configuration not stated)
 : -26%	.	5%
- O=C(O)CCCN1C(=O)C2C3CC(C2C1=O)C1C(c2ccccc2)c2sc(=O)[nH]c2SC31 (configuration not stated)
 : 2%	-3%	?
- Cc1ccc(C)c(OCC(=O)NCC2COc3ccccc3O2)c1 (configuration not stated)
 : -28%	-8%	?
